# FLuc inh: Firefly luciferase inhibition profiling of diverse chemical library using quantitative high-throughput screening | Luciferin 4-monooxygenase (Photinus pyralis), P08659 | hit rate 2.5% among 76,000 | AID 1347043, 2019 | purified P. pyralis luciferase, luminescence, biochemical | Potency, µM (series often up to 115 µM), inactives show at the highest dose activity change, negative = inhibition, hits mostly inhibitors; further: potency means the concentration at half of the fitted maximal effect; nearly all actives have a fitted effect of over 65% in size
# Target sequence (P08659 whole entry, looked up): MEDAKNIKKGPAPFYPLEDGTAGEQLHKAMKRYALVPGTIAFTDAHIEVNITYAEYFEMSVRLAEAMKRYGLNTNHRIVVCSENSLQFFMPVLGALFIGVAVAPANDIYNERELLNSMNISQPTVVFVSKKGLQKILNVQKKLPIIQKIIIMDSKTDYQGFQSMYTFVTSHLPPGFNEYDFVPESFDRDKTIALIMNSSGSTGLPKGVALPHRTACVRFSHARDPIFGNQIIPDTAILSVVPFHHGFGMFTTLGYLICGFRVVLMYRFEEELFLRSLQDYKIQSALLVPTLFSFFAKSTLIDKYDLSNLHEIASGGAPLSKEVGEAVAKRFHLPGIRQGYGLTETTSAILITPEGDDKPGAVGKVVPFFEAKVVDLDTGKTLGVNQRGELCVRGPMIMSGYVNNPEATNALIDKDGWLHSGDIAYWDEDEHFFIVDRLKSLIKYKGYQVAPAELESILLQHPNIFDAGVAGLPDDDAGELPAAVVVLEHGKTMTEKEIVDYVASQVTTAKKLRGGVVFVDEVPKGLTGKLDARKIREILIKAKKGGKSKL
#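 Biochemical qHTS: compound (6-point titration) added to 10uM D-luciferin plus 10uM ATP in Tris acetate pH 7.5 buffer with Mg, Tween-20 and BSA, then purified enzyme at 10nM; light output imaged.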
# NIH3T3 tox: Cytotoxic Profiling in NIH 3T3 Cell Line of Diverse Libraries Using Quantitative High-Throughput Screening. NIH 3T3 viability, CellTiter-Glo ATP luminescence, 48-72 h. Potency, µM (top dose mostly 96.7 µM), for the others: at the highest dose activity change, negative = cytotoxicity, usual class: inhibitors. AID 1345082, 2018. hit rate 4.3% among 94,000; further: potency means the concentration at half of the fitted maximal effect; nearly all actives have a fitted effect of over 55% in size
#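 ATP-dependent luminescence (CellTiter-Glo) served as the viability signal for NIH 3T3 cells treated with compound for 48 or 72 hr at 37 °C.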
# SNCA viab count: GF-AFC viability counterscreen for inhibitors of alpha-synuclein gene (SNCA) expression; HEK-293-SNCA-luc viability, GF-AFC fluorescence, 24 h; Potency, µM (series often up to 57.1 µM), for the others: at the highest dose activity change, negative = cytotoxicity, most hits filed as cytotoxic; hit rate 0.12% among 150,000; AID 1671193, 2021;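 further: potency means the concentration at half of the fitted maximal effect; 0% = DMSO-treated cells and -100% = medium-only wells without cells; nearly all actives have a fitted effect of over 30% in size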
#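 HEK-293-SNCA-luc cells (1500/well) plated 24 h, then exposed 24 h to a dilution series; GF-AFC added 30 min at 37C, fluorescence 405/540 nm; normalised to medium-only and DMSO wells, Hill fit.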
# GPT2 inh: Primary qHTS assay for inhibitors of Glutamate pyruvate transaminase 2 (GPT2) | AID 1671188, 2021 | Recombinant GPT2, coupled pyruvate oxidase/HRP Amplex Red fluorescence | hit rate 0.25% among 100,000 | Potency, µM (series often up to 57.7 µM), for the others: at the top dose activity change, negative = inhibition, hits mostly inhibitors; further: potency means the concentration at half of the fitted maximal effect; nearly all actives have a fitted effect of over 60% in size; many of its hits are not listed in these tables
# Target sequence (Q8TD30 whole entry, looked up): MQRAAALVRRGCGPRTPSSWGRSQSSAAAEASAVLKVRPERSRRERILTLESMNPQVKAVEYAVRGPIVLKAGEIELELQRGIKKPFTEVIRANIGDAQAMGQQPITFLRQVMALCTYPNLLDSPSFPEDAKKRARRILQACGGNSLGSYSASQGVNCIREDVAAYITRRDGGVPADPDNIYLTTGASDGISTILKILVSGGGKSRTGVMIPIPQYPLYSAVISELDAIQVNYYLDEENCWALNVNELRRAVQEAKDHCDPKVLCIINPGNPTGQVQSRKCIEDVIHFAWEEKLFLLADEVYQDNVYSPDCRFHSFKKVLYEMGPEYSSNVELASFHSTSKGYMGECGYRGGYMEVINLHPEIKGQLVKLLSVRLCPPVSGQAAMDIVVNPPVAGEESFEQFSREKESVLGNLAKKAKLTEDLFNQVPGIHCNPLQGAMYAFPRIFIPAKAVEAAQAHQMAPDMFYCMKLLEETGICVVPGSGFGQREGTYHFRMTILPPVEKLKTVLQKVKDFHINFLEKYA
#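 Fluorescence read-out: pyruvate from GPT2 turnover coupled to pyruvate oxidase, HRP and Amplex Red (0.2mM ThPP, 0.2U/mL PO and HRP, 50uM Amplex final). Substrates 250uM a-KG, 2mM L-alanine; enzyme 10ng/uL; 30 min RT.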
# SNCA expr inhib: Primary qHTS assay for inhibitors of alpha-synuclein gene (SNCA) expression | HEK-293 SNCA-luciferase knock-in, luminescence, 24 h | AID 1671194, 2021 | Potency, µM (series often up to 57.2 µM), for the others: top-dose activity change, negative = inhibition, usual class: inhibitors | hit rate 0.17% among 140,000;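 further: potency means the concentration at half of the fitted maximal effect; plate controls were DMSO cells for no effect and cell-free wells for full effect; nearly all actives have a fitted effect of over 45% in size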
# IP6K1 inh: Primary qHTS assay for small molecule inhibitors of Inositol hexaphosphate kinase 1 (IP6K1). IP6K1 kinase, ADP-Glo luminescence, 2 h; stronger effect = lower value. Inositol hexakisphosphate kinase 1 (Homo sapiens), Q92551. hit rate 0.81% among 140,000. activity change, % (series mostly up to about 58 µM); in the data active means activity change below about -25%
#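 ADP-Glo luminescence measures ADP made by human IP6K1 during a 2 h RT reaction with ATP/IP6 (mix at 1.3 mM/130 uM); top library doses 57.5 and 19.1 uM final.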
# HEK cytotox: Cytotoxic Profiling in HEK 293 Cell Line of Diverse Libraries Using Quantitative High-Throughput Screening; HEK 293 viability, ATP luminescence (CellTiter-Glo), 48-72 h; Potency, µM (highest dose often 115 µM), for the others: top-dose activity change, negative = cytotoxicity, actives largely listed as inhibitors; hit rate 6.6% among 94,000; further: potency means the concentration at half of the fitted maximal effect; nearly all actives have a fitted effect of over 60% in size
#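 Cytotoxicity was scored by loss of ATP-coupled luminescence (CellTiter-Glo) in HEK 293 cells. Compound treatment ran 48 or 72 hr at 37 degree Celsius, 5% CO2, 95% humidity.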
# The depositor's hits bear a star; i = inactive; ? = inconclusive; . = not tested or not shown; [ ] = remark or other dose. Unless noted, the call rests on the fitted dose curve; in most records, active means well fitted curve in the direction sought with a large enough effect; inconclusive means small, poorly fitted or top-dose-only effect, or another doubt; inactive means no such curve, though single readings can be large; an effect the other way counts as inactive or inconclusive. Unless noted, on the % scale 0 is the no-effect control and ±100 the full control effect.
SMILES,FLuc inh,NIH3T3 tox,SNCA viab count,GPT2 inh,SNCA expr inhib,IP6K1 inh,HEK cytotox
CN(C)c1ccc(CN[C@H]2CO[C@H]3[C@@H]2OC[C@@H]3n2cc(CC3CCCCC3)nn2)cc1,-27%[172 µM],?,-18%[87.6 µM],-15%[88.5 µM],8%[87.6 µM],-14,?
Cc1cccn2c(=O)c3cc(C#N)c(=O)n(-c4nnc(SCc5ccc(F)cc5)s4)c3nc12,.,.,?,.,6%,-4,.
O=C(C1CC(=O)N(c2n[nH]c3cccc(F)c23)C1)N1CCN(c2ccc(Cl)cc2)CC1 (stereo not drawn),8%,0%,-10%,i,-24%,-8,-17%
CCCOC(=O)c1c(-c2ccccc2)nc(CC)c(C(=O)SCC)c1CCC,.,.,2%,i,8%,.,.
CCOc1ccc(NC(=O)Cn2c(=O)n(CCCCCC(=O)NCc3ccccc3)c(=O)c3sccc32)cc1,.,.,2%,.,-13%,1,.
Cc1ccc(NC(=O)Cn2c(=O)n(CCC(=O)NCCc3ccccc3)c(=O)c3ccccc32)cc1,.,.,8%,.,2%,7,.
N#Cc1ccccc1Cn1c(=O)n(CCCCC(=O)NCc2ccc3c(c2)OCO3)c(=O)c2ccccc21,.,.,9%,.,8%,-8,.
C=CCN(C)C(=O)[C@@H](C)C1CC[C@@]2(C)Cc3sc(NC(=O)CC(C)(C)C)nc3[C@@H](C)[C@@H]2[C@H]1O (stereo partly drawn),2%,-13%,-2%,-5%,38%[activator],4,-20%
O=C(Cc1ccccc1)Nc1c(C(=O)Nc2ccccc2F)oc2ccccc12,.,.,-10%,.,5%,4,.
CNC(=O)c1cccc2c1CCN2C(=O)Nc1ccc(C)cc1,0.4µM*,?,-2%,i,?,-2,-26%
O=C(N[C@H](c1ccccn1)C1CC(O)C1)C1(c2ccc(Cl)cc2)CCC1 (stereo partly drawn),10%,-19%,9%,-3%[11.5 µM],-6%,-17,?
CC[C@H]1CN(C(=O)c2ccc(F)cc2)CC[C@H]1CC(=O)NCc1cccs1,2%[172 µM],?,2%[87.6 µM],-9%[88.5 µM],13%[87.6 µM],-17,-9%[172 µM]
Cc1ccc(-c2nnc(C3CN(C(=O)Cc4ccccc4)CC34CCOCC4)o2)cc1 (stereo not drawn),-1%,-15%,-6%,i,-1%,21,?
Cc1ccc2c(c1)C(=O)OC(C(=O)Nc1ncc(Cc3ccccc3)s1)C2 (stereo not drawn),.,.,-3%,.,-25%,0,.
CN(CC(=O)NCc1ccccc1Cl)S(=O)(=O)c1ccc2c(c1)c(=O)n(C)c(=O)n2C,.,.,-2%,.,11%,-2,.
CCCCNC(=O)C(CC)Sc1nc2ccccc2c(=O)n1Cc1ccco1 (stereo not drawn),.,.,?,.,-7%,21,.
O=C(NCc1nnc2ccc(-c3ccc(Cl)cc3)nn12)c1ccc(Cl)s1,0%,i,-2%,i,3%,8,i
CC(C)(C)OC(=O)N1CCC(c2c(C(=O)NCCN3CCOCC3)cnn2-c2ccccc2)CC1,.,.,?,.,?,-8,.
CC(=O)Nc1cccc(-c2n[nH]c3c2CC(=O)N(Cc2ccccc2F)C3)c1,15%[172 µM],?,-20%[87.6 µM],3%[88.5 µM],?,13,?
COc1ccc(CCNC(=O)c2nnn3cc(C)[nH]c(=O)c23)cc1OC,0%,-8%,6%,-3%,-5%,-17,-3%
Cc1ccc(-c2nc(S(=O)(=O)c3ccc(C)cc3)c(N3CCCCCC3)o2)cc1,.,.,5%,.,15%,-2,.
CCOC(=O)N1CCc2c(sc(NCc3sccc3C)c2C(=O)Nc2ccccc2OCC)C1,.,.,?,.,-13%,-5,.
O=C(CCc1cc2n(n1)CCNC2)NCc1nc2ccc(Cl)cc2[nH]1,5%,0%,-5%,-31%,25%,6,-13%
O=C(NCCc1ccccc1)C1CCN(c2ccnc3ccnn23)CC1,.,?,-15%[87.6 µM],1%[88.5 µM],2%[87.6 µM],16,?
COc1ccc(CCNC(=O)CSc2cn(CCNC(=O)c3cccc(C(F)(F)F)c3)c3ccccc23)cc1OC,.,.,?,.,?,3,.
CCc1ccccc1NC(=O)CCn1cccn1,.,.,6%,.,8%,-1,.
Cc1onc(C(=O)NCc2ccc3[nH]c(-c4ccc(F)cc4)c(C)c3c2)c1CO,?,?,-21%,1%,0%,-3,?
CN(C)c1ccc(CN2CCn3c(nn(-c4ccc(Cl)cc4)c3=O)C2)cc1,.,-24%,-3%,i,20%,16,?
Cc1noc(C)c1C(=O)N1Cc2ccccc2OC2(CCN(C(=O)NC(C)C)CC2)C1,.,-19%,7%,i,-17%,-7,-1%
COc1ccccc1N1CCN(C(=O)c2cc3c(s2)-c2ccccc2OC3)CC1,.,.,-1%,.,-7%,-4,.
CN1C(=O)COC[C@@H]1[C@H](O)c1ccc(NC(=O)C2CCC2)cc1,-15%[172 µM],-17%[138 µM],6%[87.6 µM],0%[88.5 µM],3%[87.6 µM],-9,-6%[172 µM]
COc1ccccc1-c1ccc(C(=O)N2CCC(NC(=O)C3CCCC3)CC2)cc1,.,?,8%[12.5 µM],i,11%,-7,?
Cc1n[nH]c(C)c1CNC(=O)C1CCCCC(=O)N1 (stereo not drawn),7%,3%,2%,-8%,62%[activator],-2,0%
CC(C)(C)NC(=O)N1CCCC1c1nc(CCOCC2CCCC2)no1 (stereo not drawn),5%,-7%,-4%,i,6%,28,-4%
COCCNC(=O)C1COC2(CCN(C(=O)C3CC3)CC2)N1C(=O)c1cccc(OC)c1 (stereo not drawn),0%,-5%,4%,i,3%,4,-1%
CN1Cc2ncnc(N3CCN(Cc4ccccc4)CC3)c2CN(c2ccc(Cl)cc2)C1=O,-2%,-28%,?,i,0%,-9,?
CCn1c(C2CCCN(Cc3c(C(=O)O)[nH]c4ccc(C)cc34)C2)n[nH]c1=O (stereo not drawn),-1%,-5%,8%,?,9%,16,-10%
COc1cccc(C(=O)N2CCC(c3nn(-c4ccc(Cl)cc4)c(=O)[nH]3)CC2)c1,0%,-25%,-2%,-2%,-21%,-2,?
COC(=O)N1CCCC(C(=O)N2CCC(c3nc4ccncc4[nH]3)C2)C1 (stereo not drawn),.,-9%,7%,-34%,6%,12,-2%
O=C1NCc2ccccc2CC12CCCN2Cc1cnc2ccccc2c1 (stereo not drawn),.,-2%,-3%,i,-1%,-10,?
COc1ccccc1C(=O)N1CCCCC1c1noc(COc2ccc(C)cc2)n1 (stereo not drawn),6%,?,4%,3%,-1%,3,?
O=C1CCN(C(=O)[C@@H]2CCCN2Cc2ccc(C(F)(F)F)cc2)CCCCCCN1,3%,-11%,4%,i,4%,-8,-8%
COc1ccccc1CCNC(=O)Cn1ccc2cc(S(=O)(=O)N3CCCCCC3)ccc21,.,.,1%,.,-10%,3,.
COc1cccc(/C=C/c2onc(C)c2S(=O)(=O)N2CCC(C(=O)N3CCCCC3)CC2)c1,.,.,1%,.,4%,7,.
CCOc1ccc(NC(=O)Cn2c(=O)cc(C)c3c(C)nn(C)c32)cc1,.,.,-12%,.,?,11,.
CCCCOC(=O)N1CCC(=O)N(C)C[C@H]2COc3cc(OC)ccc3[C@H]21,.,?,.,.,.,10,-10%
CC(=O)N1CCC(N2CCC(N3C(=O)C4(CCCCC4)C3c3ccncc3)CC2)CC1 (stereo not drawn),-7%,?,-3%[12.5 µM],i,-29%,-14,-5%
COc1cccc(C(=O)NC2CCN(c3nccc(Nc4ccccc4F)n3)CC2)c1,.,?,-19%[12.5 µM],i,-30%,-1,?
O=C(NCc1ccccc1)C1COC2(CCN(C(=O)c3cccs3)CC2)N1C(=O)c1ccccc1 (stereo not drawn),-3%,-13%,1%,i,20%,-1,?
O=C(NCc1cccc(Cl)c1)c1ccc(CS(=O)Cc2ccccc2Cl)o1 (stereo not drawn),.,.,-25%,.,-27%,24,.

# (further entries)
SMILES,FLuc inh,NIH3T3 tox,SNCA viab count,GPT2 inh,SNCA expr inhib,IP6K1 inh,HEK cytotox
FC(F)(F)c1ccc(O[C@H]2COCCN(Cc3cccnc3)C2)nc1,-18%[172 µM],-31%[174 µM],5%[87.6 µM],-20%[88.5 µM],12%[87.6 µM],-15,-35%[172 µM]
Cn1c(=O)[nH]c2cc(-c3noc(-c4ccc(F)cc4)n3)ccc21,.,.,-4%,.,46%[activator],-15,.
COc1ccc(CN2C[C@H]3CN(Cc4cccc(OC)n4)CCN3C2=O)cc1,-15%[172 µM],-26%[138 µM],-2%[87.6 µM],0%[88.5 µM],-5%[87.6 µM],0,?
Cc1[nH]ncc1CNC(=O)CCC[C@@H]1[C@H]2CCCN3CCC[C@@H](CN1Cc1cccnc1)[C@@H]23,9%,i,-8%,-12%,5%,-9,-4%
COC(=O)c1ccc(NC(=O)CCc2c(C)nc3c(c(C)nn3-c3ccc(C)cc3)c2C)cc1,.,.,-3%,.,4%,33,.
CN(C)c1ccc(C(=O)NCC2CCN(c3cc(-c4ccc(Cl)cc4)[nH]n3)CC2)cc1,-17%,?,-4%,-11%,0%,11,?
Cc1ccc(CN2C(=O)c3ccccc3C2C(=O)NC2CCCCCC2)cc1 (stereo not drawn),.,.,-6%,.,49%[activator],13,.
COc1cccc(CCC(=O)N2CCCC(CN3CCCC3)CC2)c1 (stereo not drawn),1%,i,-1%,0%,-16%,-17,-12%
O=C([C@@H]1CCCN(c2ccc3[nH]c(C4(n5cc(Cl)cn5)CC4)nc3n2)C1)N1CCCC1,.,.,-15%,1%,.,8,.
Cc1ccc(-n2ncc3c(Nc4cccc(Cl)c4)ncnc32)c(C)c1,.,.,-17%,.,11%,28,.
COc1ccc(CN[C@H]2C[C@@H](Cc3cc(CN(C)c4ccccc4)on3)C2(C)C)cc1,-6%[172 µM],?,-23%[87.6 µM],0%[88.5 µM],?,-5,28µM*
O=C(O)C1(CC2CC2)CCCN(Cc2ncccn2)C1 (stereo not drawn),2%,i,-9%,i,?,-9,-3%

# Rewritten as labelled records: part of the list above
COc1cccc(CCC(=O)N2CCCC(CN3CCCC3)CC2)c1 (stereo not drawn)
  FLuc inh: 1%
  NIH3T3 tox: i
  SNCA viab count: -1%
  GPT2 inh: 0%
  SNCA expr inhib: -16%
  IP6K1 inh: -17
  HEK cytotox: -12%

O=C([C@@H]1CCCN(c2ccc3[nH]c(C4(n5cc(Cl)cn5)CC4)nc3n2)C1)N1CCCC1
  FLuc inh: .
  NIH3T3 tox: .
  SNCA viab count: -15%
  GPT2 inh: 1%
  SNCA expr inhib: .
  IP6K1 inh: 8
  HEK cytotox: .

Cc1ccc(-n2ncc3c(Nc4cccc(Cl)c4)ncnc32)c(C)c1
  FLuc inh: .
  NIH3T3 tox: .
  SNCA viab count: -17%
  GPT2 inh: .
  SNCA expr inhib: 11%
  IP6K1 inh: 28
  HEK cytotox: .

# Source: PubChem

# This is a subset; count on the stated rates, not on these rows.
